# High-throughput results: PubChem BioAssay, National Center for Advancing Translational Sciences (NCATS)
# POLK inh – blocks human DNA polymerase kappa activity; AID 588579; Potency, µM (highest dose often 107 µM), for inactives: at the highest dose activity, negative = inhibition, hits mostly inhibitors; hit rate 0.53% among 400,000; purified Pol kappa, fluorescent DNA synthesis assay, 10 min; note: potency is the fitted concentration of half-maximal effect; % is set by controls: 0 for no effect and ±100 for the full control effect
# Target sequence (Q9UBT6 whole entry, looked up): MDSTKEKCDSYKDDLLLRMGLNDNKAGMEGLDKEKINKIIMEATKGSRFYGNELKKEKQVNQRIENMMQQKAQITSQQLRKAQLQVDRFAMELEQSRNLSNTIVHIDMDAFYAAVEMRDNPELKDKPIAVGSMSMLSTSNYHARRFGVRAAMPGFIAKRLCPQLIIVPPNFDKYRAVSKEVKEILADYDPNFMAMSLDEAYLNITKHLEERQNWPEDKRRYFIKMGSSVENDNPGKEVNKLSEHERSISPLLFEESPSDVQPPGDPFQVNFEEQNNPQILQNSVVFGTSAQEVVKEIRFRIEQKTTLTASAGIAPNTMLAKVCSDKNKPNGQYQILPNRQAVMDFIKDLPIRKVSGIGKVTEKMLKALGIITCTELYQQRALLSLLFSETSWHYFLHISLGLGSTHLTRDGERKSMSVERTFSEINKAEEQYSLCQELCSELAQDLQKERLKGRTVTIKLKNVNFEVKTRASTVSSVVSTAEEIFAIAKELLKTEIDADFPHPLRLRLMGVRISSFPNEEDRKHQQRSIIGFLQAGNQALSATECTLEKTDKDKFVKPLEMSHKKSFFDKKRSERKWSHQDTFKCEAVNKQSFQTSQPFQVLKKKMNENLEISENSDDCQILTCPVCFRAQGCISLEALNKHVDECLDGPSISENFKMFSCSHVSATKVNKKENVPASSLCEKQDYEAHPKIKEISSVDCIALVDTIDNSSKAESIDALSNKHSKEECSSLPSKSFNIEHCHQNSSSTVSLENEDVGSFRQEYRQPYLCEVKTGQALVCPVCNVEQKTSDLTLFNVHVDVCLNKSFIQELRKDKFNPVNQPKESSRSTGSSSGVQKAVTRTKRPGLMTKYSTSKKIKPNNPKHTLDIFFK
#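 10 nM Pol kappa preincubated 15 min at room temperature with compounds, then reaction started with substrate at 50 nM final. Fluorescence read kinetically at 0 and 10 min; buffer-only wells served as negative control.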
# GRP78 ERSR act – ER stress response induction in glioma; U87-MG GRP78 promoter luciferase reporter, 16 h; Potency, µM, inactives show at the highest dose activation, actives largely listed as activators; hit rate 0.02% among 420,000; note: potency is the fitted concentration of half-maximal effect; series mostly up to about 76 µM; % of control where 0% means no effect; nearly all actives have a fitted effect of over 35% in size
#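 Stably transfected U87-MG human glioma cells carrying a GRP78-based luminescent sensor were seeded at 1000 cells/well, pin-dosed with compounds and incubated 16 h. Luciferase reagent was then added, and end-point luminescence was read after 10 min at room temperature.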
# POLB inh – blocks human DNA polymerase beta activity. hit rate 1.3% among 340,000. Pol beta primer extension/strand displacement, fluorescence kinetic. AID 485314. P06746. Potency, µM (doses to about 114 µM), for the others: at the highest dose activity change, negative = inhibition, hits mostly inhibitors; note: potency is the fitted concentration of half-maximal effect; % is set by controls: 0 for no effect and ±100 for the full control effect
#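 Human Pol beta at 10 nM; strand-displacement substrate 50 nM final. Compound exposure 15 min at room temperature before start, reaction 10 min at room temperature.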
# Pol eta inh – DNA polymerase eta (human) inhibition | Q9Y253 | recombinant Pol eta, fluorescent DNA replication assay | Potency, µM (doses to about 114 µM), for the others: at the top dose activity change, negative = inhibition, usual class: inhibitors | hit rate 1.2% among 390,000 | AID 588591; note: potency is the fitted concentration of half-maximal effect; % is set by controls: 0 for no effect and ±100 for the full control effect
#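 Pol eta (10 nM) was preincubated with compounds for 15 min at room temperature, after which fluorescent replication substrate (50 nM final) was added to start the reaction. Fluorescence was read kinetically at 0 and 10 min.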
# Apoferritin bind – candidate novel general anesthetic via apoferritin binding; AID 485281; apoferritin/1-aminoanthracene competitive binding, fluorescence; Potency, µM (highest dose often 77.5 µM), without a hit: at the highest dose activity change, negative = displacement, usual class: inhibitors; hit rate 0.074% among 350,000; note: potency is the fitted concentration of half-maximal effect; % is set by controls: 0 for no effect and ±100 for the full control effect; nearly all actives have a fitted effect of over 20% in size
# Target sequence (P02791 2-175 limits assumed): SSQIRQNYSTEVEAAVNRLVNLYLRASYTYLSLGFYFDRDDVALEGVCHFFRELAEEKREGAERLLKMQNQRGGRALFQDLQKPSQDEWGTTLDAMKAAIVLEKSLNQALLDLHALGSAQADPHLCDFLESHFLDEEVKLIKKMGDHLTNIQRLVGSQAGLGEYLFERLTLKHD
#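 In PBS, apoferritin at 10 uM is loaded with 1-AMA from a 50% saturated solution. After 10 min of compound exposure at ambient temperature, reduced 535 nm fluorescence indicates probe displacement.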
# APEX1 inh – APE1 (human) endonuclease inhibition; P27695; AID 2517; recombinant APE1, TAMRA/BHQ-2 abasic DNA cleavage fluorescence; hit rate 0.35% among 350,000; Potency, µM (top dose mostly 65.8 µM), inactives show at the top dose activity change, negative = inhibition, usual class: inhibitors;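 note: potency is the fitted concentration of half-maximal effect; plate controls were vehicle for no effect and reference inhibitor for full effect; nearly all actives have a fitted effect of over 55% in size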
#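 Step 1: APE1 (0.75 nM) with compound, 15 min RT. Step 2: add 50 nM fluorophore/quencher THF duplex. Step 3: three fluorescence reads 60 s apart (525/598 nm); read 3 minus read 1 = reaction progress.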
# BLM inh – inhibitors of human Bloom syndrome helicase BLM. P54132. recombinant BLM DNA unwinding, fluorescence dequenching. Potency, µM (titrated, usually from 56.1 µM), for the others: at the highest dose activity change, negative = inhibition, hits mostly inhibitors. hit rate 0.2% among 350,000;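 note: potency is the fitted concentration of half-maximal effect; plate controls were vehicle for no effect and no enzyme for full effect; nearly all actives have a fitted effect of over 35% in size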
# POLI inh – blocks human DNA polymerase iota activity | Q9UNA4 | Pol iota fluorescent replication assay, 10 min | Potency, µM (highest dose often 115 µM), inactives show at the highest dose activity, negative = inhibition, hits mostly inhibitors | hit rate 1% among 390,000 | AID 588590; note: potency is the fitted concentration of half-maximal effect
#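 Fluorescent replication assay read twice, at 0 min and 10 min after adding 50 nM (final) substrate. Enzyme (10 nM) and compounds were first incubated 15 min at room temperature; enzyme-free buffer wells were negative controls.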
# LDHA inh – LDHA (human) enzyme inhibition | purified LDHA, NADH/diaphorase-resazurin fluorescence; stronger effect = lower value | P00338 | activity change, % (values are at about 110 or 230 µM) | hit rate 0.15% among 480,000; in the data active = activity change below about -30%; inconclusive = mostly about -25% to -30%;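 note: plate controls were DMSO wells for no effect and wells without enzyme for full effect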
#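 LDH5 2 nM; NADH 0.06 mM, pyruvate 0.2 mM; 200 mM Tris pH 7.4, EDTA, Tween-20; 5 min RT. Detection: diaphorase 0.133 mg/mL + resazurin 37 µM, fluorescence ex540/em590 at 0 and 20 min; normalized to enzyme-free and DMSO wells.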
# Active calls of the source: *; ? = inconclusive; . = not tested or not shown; & = joins results of further samples; [ ] = dose if it differs, or a comment. Unless noted, calls come from the whole dose curve; as a rule, active = well fitted curve in the direction sought with a large enough effect; inconclusive = small, poorly fitted or top-dose-only effect, or another doubt; inactive = no such curve, though single readings can be large; an effect the other way counts as inactive or inconclusive. Only part of the results is shown; rates above refer to the full screens.
SMILES,POLK inh,GRP78 ERSR act,POLB inh,Pol eta inh,Apoferritin bind,APEX1 inh,BLM inh,POLI inh,LDHA inh
CCn1cc(C(=O)N(C)Cc2ccccc2)c(=O)c2cc(S(=O)(=O)N3CCCCCC3)ccc21,-5%,1%,-6%,-10%,-19%,.,0%,16%,-1
O=C(CCn1c(=O)oc2ccccc21)n1c(=O)oc2ccccc21,-24%,-3%,-23%,7%,-12%,-2%,2%,7%,2
COc1ccccc1CCC(=O)OCC(=O)NC1CC1,-9%,-4%,.,0%,.,-9%,.,?,-4
CCC(C)Sc1ccc([C@@H]2[C@H]3C(=O)N(C)C(=O)[C@H]3[C@]3(C(=O)OC)CCCN23)cc1 (some centres not stated),-7%,-6%,.,-8%,.,-2%,.,6%,0
O=C1NC(c2ccccc2)CCO1 (configuration not stated),-15%,-5%,64%,-6%,-2%,7%,1%,23%,0
Cc1c(C(=O)OCC(C)(C)CN(C)C)oc2ccccc12,-5%,-2%,-3%,-17%,-11%,0%,-6%,-7%,-1
O=C(CN1CCN(c2ccc(F)cc2)CC1)NCC1CCCO1 (configuration not stated),-10%,-6%,22%,-22%,-7%,0%,-1%,0%,2
COC(=O)c1ccccc1NS(C)(=O)=O,10%&18%,6%&-4%,.,-11%,.,5%,.,40%&35%[activator],3
Cc1nc([N+](=O)[O-])c(Br)n1CC(=O)c1ccc2ccccc2c1,-7%,-14%,0%,?,?,-4%,-12%,?,1
COc1ccc(C2CC(c3ccccc3)Nc3nc(N)nn32)cc1 (configuration not stated),8%,-4%,?,-3%,-8%,?,0%,3%,-6
COc1cc(Nc2c3c(nc4ccccc24)CCCC3)cc(OC)c1OC,2%,-2%,28%,-23%,-13%,19%,4%,16%,6
COc1ccc(OC)c(-c2nc(C(=O)NC3CCN(Cc4ccccc4)CC3)cc3c2[nH]c2ccccc23)c1,2%,1%,6%,-25%,125%[activator],-16%,-3%,13%,-2
Cc1ccc(-c2csc(N(C)C(=O)c3c(C)nn(-c4ccccc4)c3Cl)n2)cc1,-2%,-1%,6%,-12%,7%,-3%,-2%,18%,2
CC(=O)N[C@@H](CC(C)C)C(=O)N[C@@H](CCCNC(=N)N)C(=O)N[C@@H](Cc1cnc[nH]1)C(=O)N[C@@H](Cc1ccc(O)cc1)C(=O)N[C@@H](CC(C)C)C(=O)N[C@@H](CC(N)=O)C(=O)N[C@@H](CC(C)C)C(=O)N[C@@H](CC(C)C)C(=O)N[C@H](C(=O)N[C@@H](CCCNC(=N)N)C(=O)N[C@@H](CCC(N)=O)C(=O)N[C@@H](CCCNC(=N)N)C(=O)N[C@@H](Cc1ccc(O)cc1)C(N)=O)[C@@H](C)O,9%[60.1 µM],-7%,.,.,-16%,-5%,-2%,.,.
COc1cccc(NC(=O)Cn2c(=O)n(-c3ccc(Cl)cc3)c(=O)c3sc4ccccc4c32)c1,4%,-1%,5%,-7%,5%,.,-5%,33%[activator],-10
O=C(Nc1nccs1)c1cc(N2CCOCC2)nc2ccccc12,-5%,2%,4%,-11%,-7%,-3%,-4%,10%,-5
Cc1cccc(Cn2c(C(C)(C)C)cc3cccnc32)c1,-11%,-6%,-2%,-19%,6%,7%,4%,2%,-2
Cc1ccc(Cl)cc1N1CCN(C(=O)c2noc3c2CCCC3)CC1,-3%,-1%,1%,-1%,52%[activator],.,-9%,-22%,-7
CSc1ccc(S(=O)(=O)Nc2ccc3c(c2)OCCO3)cc1,15%,-1%,-1%,-16%,-12%,-11%,-6%,8%,1
Cc1ccc(NC2=CC(=O)CC(C)(C)C2)cc1Cl,-12%,7%,5%,-24%,-5%,5%,-1%,46%[activator],10

# Compound profiles, from the list above. Values in the order: POLK inh | GRP78 ERSR act | POLB inh | Pol eta inh | Apoferritin bind | APEX1 inh | BLM inh | POLI inh | LDHA inh
# Results for O=C1NC(c2ccccc2)CCO1 (configuration not stated) → -15% | -5% | 64% | -6% | -2% | 7% | 1% | 23% | 0
# Results for CCn1cc(C(=O)N(C)Cc2ccccc2)c(=O)c2cc(S(=O)(=O)N3CCCCCC3)ccc21 → -5% | 1% | -6% | -10% | -19% | . | 0% | 16% | -1

# Following part:
SMILES,POLK inh,GRP78 ERSR act,POLB inh,Pol eta inh,Apoferritin bind,APEX1 inh,BLM inh,POLI inh,LDHA inh
CCCCN1C(=O)N(c2ccccc2Cl)C(C)(O)CC1(C)C (configuration not stated),-7%,-4%,52%,-1%,?,-17%,-7%,-26%,-2
Cc1ccc(NC(=O)CC2Oc3ccccc3NC2=O)c(C)c1 (configuration not stated),3%,-2%,21%,8%,-10%,2%,-2%,6%,2
Nc1n[nH]c(N)c1N=Nc1ccc2c(c1)OCO2,2%,0%,?,-15%,?,5%,-2%,39%[activator],5
Cc1ccc(OCc2cc(C(=O)N(C)Cc3cnc4ccccn34)no2)cc1C,-14%,0%,1%,-17%,4%,0%,-4%,-11%,-3
CCOc1ccc(S(=O)(=O)NCCc2sc(-c3ccc(C)cc3)nc2C)cc1,-8%[60.1 µM],-2%,-24%,-23%,-8%,.,-7%,1%,-4
O=C(Cc1c(F)cccc1Cl)NNC(=O)c1cccs1,-2%,-1%,.,-3%,.,-15%,.,20%,-1
Cc1nc(NCCCn2ccnc2)c2ccccc2n1,1%,-6%,43%,-3%,-8%,18%,5%,-13%,-10
CSc1ccc(Cn2nnc(C(=O)Nc3ccc(C)cc3Cl)c2N)cc1,-7%,2%,0%,-18%,-12%,.,1%,10%,-4
CCOC(=O)c1nc(C)n(-c2cc(Cl)ccc2Cl)n1,6%,-5%,22%,1%,-9%,2%,0%,18%,-5
CCOC(=O)c1ccc(NC(=O)c2c(NCc3cccs3)sc3c2CCCC3)cc1,-9%[60.1 µM],2%,2%,-1%,7%,.,-9%,0%,-7
Cc1c(CCO)c(=O)[nH]n1S(=O)(=O)c1ccc(Cl)cc1Cl,-13%,-3%,17%,-6%,-3%,31%,-1%,7%,-3
O=C(O)Cc1ccc(S(=O)(=O)Nc2ccccc2C(=O)O)cc1,-3%,-6%,32%,17%,0%,23%,2%,5%,-5
COc1ccc(C(C(=O)NC2CCCCC2)N(C(=O)CCl)c2cccc(Cl)c2)cc1 (configuration not stated),-18%,-13%,5%,-5%,-4%,9%,-3%,-2%,-2
Cc1ncoc1C(=O)Nc1ccc2c(c1)OCCO2,-9%,-9%,8%,-1%,-11%,-6%,-2%,1%[58.9 µM],1
CCOC(=O)C1CCN(C(=O)Cc2cccs2)CC1,-13%,-3%,-3%,-9%,-2%,-2%,-3%,-4%,1
CC(=O)Cc1c(C(=O)O)c(C)nn1-c1ccccc1,3%,1%,?,-11%,-1%,5%,-7%,96%[activator],-11
CCCc1ccc(OCc2ccc(C(=O)N/N=C/c3cccc([N+](=O)[O-])c3)o2)c(OC)c1,-3%,?,-12%,-11%,-7%,1%,-3%,28%,-6
COc1ccc(S(=O)(=O)N(CC(=O)N2CCN(C)CC2)c2ccc(C)cc2)cc1OC,-6%,0%,6%,-3%,0%,2%,0%,13%,-7
COc1ccc(Nc2cc(C)nc3ncnn23)cc1,-2%,0%,.,-21%,.,.,.,33%[activator],-3
COc1cc(C(=O)Nc2ccc(-c3nnc(-c4ccco4)o3)cc2)cc(OC)c1OC,-10%,-4%,0%,-6%,-16%,-5%,-1%,32%[activator],-4
Cc1nc2oc3c(=O)[nH]cnc3c2c2c1COC(C)(C)C2,-22%,-6%,15%,0%,-7%,0%,-6%,-21%,0
O=c1ccc2cc(S(=O)(=O)N3CCN(c4ccccc4F)CC3)ccc2[nH]1,-8%,-1%,1%,-6%,?,-13%,-4%,-8%,-2
CN(CC(=O)O/N=C(\N)c1ccc(Br)cc1)S(=O)(=O)c1ccccc1,-14%,-2%,40%,-5%,-7%,1%,-1%,13%,-5
O=C(COC(=O)CNC(=O)c1ccccc1F)NCCC1=CCCCC1,-21%,-4%,25%,-13%,-9%,1%,-1%,-2%,0
NC(=O)C1CCN(c2nc(-c3ccccc3)nc3ccccc23)CC1,-2%,-1%,-15%,-14%,-8%,-6%,-6%,-3%,1
CCOC(=O)c1sc(NC(=O)CN(CC(C)C)CC(C)C)c(C(=O)OCC)c1C,-3%,-4%,27%,-10%,-15%,0%,-2%,49%[activator],-3
O=C(NCC1CCCO1)c1ccc(F)c2ccccc12 (configuration not stated),-10%,0%,10%,-8%,23%,-8%,-3%,6%,-7
O=C(NCc1ccccn1)C1CCCN(Cc2cnn(-c3ccccc3)c2-n2cccc2)C1 (configuration not stated),-7%,2%,?,-13%,-9%,-6%,2%,11%,-1
O=c1c2c(nc(NCCO)n1CC1CCCCC1)-c1ccccc1CC21CCCC1,-14%,-1%,-11%,-6%,-3%,-2%,-15%,-19%,-4
O=C(NC(=S)Nc1nc(-c2ccc([N+](=O)[O-])cc2)cs1)c1ccco1,-8%,5%,-23%,?,-6%,-25%,-15%,13%,-3
CC1CN(C(=O)COC(=O)CSc2ccc(C(N)=O)cc2[N+](=O)[O-])CC(C)O1 (configuration not stated),-11%,-4%,.,-9%,.,11%,.,2%,0
CCCC(=O)Oc1ccc(-c2nccc(C(OC)OC)n2)cc1,8%,0%,8%,-13%,-10%,?,-9%,12%,-2
O=C(NN1C(=O)/C(=C\c2ccc(O)c([N+](=O)[O-])c2)SC1=S)c1ccccc1Cl,?,?,?,?,0%,0%,-9%,?,-2
O=C(O)CC1NC(=O)N(c2ccc(Cl)cc2)C1=O (configuration not stated),-10%,5%,3%,-4%,-14%,-1%,-3%,?,-4
CN(CCOc1ccccc1)C(=O)c1cc([N+](=O)[O-])ccc1N1CCOCC1,-4%,-6%,.,-9%,.,21%,.,2%,1
Cc1nc2ccccn2c1C(=O)CSc1ccccc1Cl,-21%,0%,-6%,-14%,-12%,-1%,-1%,-3%,-4
